PfHsp40 yeast: compounds rescuing yeast from Plasmodium falciparum HSP40 toxicity; actives 0.68% (n = 340,000); growth rescue, % at 12.5 µM; S. cerevisiae expressing PfHsp40, growth rescue, ATP luminescence; in the data active = growth rescue above about 28%, passing the limit was not always enough; inconclusive = no clear call, values can overlap the other calls;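 also: yeast W303a lacking pdr1 and pdr3 grown in galactose medium; growth measured after three days at 30 °C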
SARS 3CLpro inh: SARS-CoV 3CLpro protease inhibition; P0C6X7; recombinant SARS-CoV 3CLpro, quenched FRET peptide cleavage; inhibition, % at 6 µM; actives 0.14% (n = 290,000); in the data active = inhibition above about 12%
DUSP3 inh: inhibitors of human VHR1 phosphatase (DUSP3) | P51452 | recombinant VHR phosphatase, pNPP absorbance | inhibition, % at 13.3 µM | actives 0.52% (n = 290,000) | AID 1654; in the data active = inhibition above about 50%; also: some compounds called inactive have numbers as strong as hits
Target sequence (P51452 whole entry, looked up): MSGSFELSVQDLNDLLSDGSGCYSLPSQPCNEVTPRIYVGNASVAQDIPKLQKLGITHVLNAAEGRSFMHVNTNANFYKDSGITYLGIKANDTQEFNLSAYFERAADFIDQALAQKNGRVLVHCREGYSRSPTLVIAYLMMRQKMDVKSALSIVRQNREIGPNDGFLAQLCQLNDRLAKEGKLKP
TcdB GH inh: inhibitors of Clostridioides difficile toxin B glycohydrolase. P18177. TcdB glycohydrolase enzymatic assay, plate reader. inhibition, % at 9.99 µM. actives 0.24% (n = 350,000); in the data active = inhibition above about 10%
Rv3671c inh: Rv3671c (M. tuberculosis) protease inhibition | actives 0.048% (n = 320,000) | inhibition, % at 5.96 µM | AID 2606; in the data active = inhibition above about 38%;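 also: extracellular domain of Rv3671c used as enzyme; 0% = enzyme with DMSO and 100% = no enzyme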
Anthrax LF inh2: blocks Bacillus anthracis lethal factor protease; multiplex microsphere protease cleavage assay, LF; inhibition, % at 10 µM; AID 588501; actives 0.12% (n = 360,000); in the data active = inhibition above about 30%; inconclusive = no clear call, values can overlap the other calls; also: plate controls were buffer without enzyme for full effect and enzyme alone for no effect
Target sequence (P15917 whole entry, looked up): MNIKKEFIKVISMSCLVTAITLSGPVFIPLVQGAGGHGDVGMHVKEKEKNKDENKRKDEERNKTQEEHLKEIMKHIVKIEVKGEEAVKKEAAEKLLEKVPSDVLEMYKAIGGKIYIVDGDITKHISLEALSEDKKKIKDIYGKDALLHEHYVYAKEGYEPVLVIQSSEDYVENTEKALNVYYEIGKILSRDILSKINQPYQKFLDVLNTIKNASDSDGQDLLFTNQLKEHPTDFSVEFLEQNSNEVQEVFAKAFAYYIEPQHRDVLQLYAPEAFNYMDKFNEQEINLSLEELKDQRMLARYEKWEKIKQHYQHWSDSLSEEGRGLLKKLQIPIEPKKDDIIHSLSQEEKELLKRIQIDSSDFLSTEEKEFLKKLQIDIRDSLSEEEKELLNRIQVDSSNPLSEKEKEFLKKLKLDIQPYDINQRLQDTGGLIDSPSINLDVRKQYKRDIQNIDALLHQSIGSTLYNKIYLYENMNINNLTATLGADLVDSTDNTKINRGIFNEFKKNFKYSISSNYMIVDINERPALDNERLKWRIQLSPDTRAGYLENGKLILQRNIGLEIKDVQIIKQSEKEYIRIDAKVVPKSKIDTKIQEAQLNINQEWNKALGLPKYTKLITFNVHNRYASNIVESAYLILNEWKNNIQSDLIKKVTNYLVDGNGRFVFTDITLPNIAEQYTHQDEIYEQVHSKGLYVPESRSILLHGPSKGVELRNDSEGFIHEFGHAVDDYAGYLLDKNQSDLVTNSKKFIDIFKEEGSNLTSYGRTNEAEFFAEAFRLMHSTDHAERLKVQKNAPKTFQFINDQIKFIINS
PriA SSB inh: K. pneumoniae PriA-SSBct interaction inhibition; inhibition, % at 33 µM; AID 1272365; AlphaScreen SSBct-PriA binding, biotinylated peptide; actives 0.6% (n = 430,000); in the data active = inhibition mostly above about 37%, no sharp cut-off; inactive = mostly below about 20%;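 also: plate controls were negative control peptide for no effect and reference peptide for full effect; strong numbers were not always called active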
BH1578 lux ind: inducers of Vibrio cholerae quorum light production without autoinducers; V. cholerae BH1578 lux reporter, luminescence, 6 h; activation, % at 18.7 µM; actives 0.16% (n = 350,000); in the data active = activation mostly above about 9.7%, no sharp cut-off; inconclusive = no clear call, values can overlap the other calls; inactive = mostly below about 3.7%; also: not every result past the cut was called active; inactives centre near 0; reference of the scale not given here
MazF activator: MazEF (E. coli) toxin RNase activation; P0AE70; FAM/BHQ RNA-DNA oligo cleavage fluorescence, 5 h; activation, % at 20 µM; actives 0.32% (n = 350,000); AID 504720; in the data active = activation above about 50%
Target sequence (P0AE70 whole entry, looked up): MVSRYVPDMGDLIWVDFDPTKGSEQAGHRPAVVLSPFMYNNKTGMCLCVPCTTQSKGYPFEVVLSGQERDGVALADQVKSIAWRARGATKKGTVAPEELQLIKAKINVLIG
Yp Topo-I inh: Y. pestis Topo-I inhibition via cleavage products; activity, % at 10 µM; AID 504884; Y. pestis Topo-I cleavage product accumulation, plate reader; actives 0.064% (n = 360,000); in the data active = activity above about 50%, passing the limit was not always enough; inconclusive = no clear call, values can overlap the other calls; also: inactives centre near 2
Starred values were filed as active, the others as inactive; i = inactive; ? = inconclusive; nt = not tested or not shown; & = joins results of further samples. A portion of the library; the hit share may differ from the screen's.

SMILES | PfHsp40 yeast | SARS 3CLpro inh | DUSP3 inh | TcdB GH inh | Rv3671c inh | Anthrax LF inh2 | PriA SSB inh | BH1578 lux ind | MazF activator | Yp Topo-I inh
COc1ccc(CC(=O)Nc2ccc(NC(=O)c3ccccc3F)cc2)cc1 | -0.6 | 2 | 7 | 0.1 | -7 | -9 | -11 | -0.4 | -2 | 6
O=C(/C=C/Nc1ccc(S(=O)(=O)Nc2ncccn2)cc1)c1ccc2ccccc2c1 | -0.5 | -4 | 33 | 1.9 | -8 | -5 | -17 | -0.5 | -1 | 8
Cc1ccccc1NC1c2ccccc2C(=O)N1Cc1ccco1 (centres undefined) | 0.1 | -2 | -8 | 0.4 | 6 | -10 | 7 | -0.8 | -3 | 19
COCCCNC(=S)Nc1cc2oc3ccccc3c2cc1OC | 0.6 | 0 | 18 | 1.5 | nt | nt | 10 | -0.3 | 5 | 4
Cc1[nH][nH]c(=O)c1[C@@H](c1ccccc1[N+](=O)[O-])C(C#N)C#N | 6.2 | 1 | -3 | 0.8 | -2 | -4 | 4 | i | -3 | 3
CCc1[nH]nc(C(=O)NC2CCCN(Cc3ccccc3F)C2)c1C (centres undefined) | 0.5 | -6 | 2 | 1.5 | -5 | 3 | -9 | -0.2 | 3 | 1
NC(=O)COc1ccc(NC(=O)c2ccccc2-c2ccccc2)cc1 | -1.7 | 5 | 13 | -4.2 | 1 | -1 | -4 | i | 5 | -8
CCNC(=O)c1c(N)sc2c1CCCCC2 | nt | -1 | 3 | nt | -5 | nt | nt | 4.3 | nt | nt
COC(=O)c1sccc1NC(=S)Nc1cc(C)ccc1OC | -0.8 | -2 | 11 | 0.6 | 9 | -7 | 4 | i | 6 | 10
COc1cc2ncnc(NCc3cccs3)c2cc1OC | 0.0 | 3 | 17 | 1.1 | 2 | -2 | 6 | nt | 7 | -5
Cc1ccc([C@H]2C[C@H](n3cc(COC(=O)c4ccccc4)nn3)[C@@H](O)CN2C(=O)C2CCCCC2)cc1 | nt | nt | nt | -0.1 | nt | -6 | nt | -0.2 | 1 | 14
COc1ccc(-c2cc(-c3nnc(COC(=O)C4CC4)o3)c3ccccc3n2)cc1OC | -1.5 | 3 | 13 | nt | -25 | 5 | -34 | -0.3 | 0 | -1
Cn1ncc(Br)c1C(=O)N1CCc2ccccc21 | -1.8 | 4 | 33 | 0.1 | 2 | 3 | 7 | -0.5 | 6 | 3
Cc1nnc2ccc(-c3cccc(NC(=O)c4ccco4)c3)nn12 | 0.1 | -1 | 18 | 1.7 | 11 | 7 | -4 | i | 2 | -8
Cc1ccc(C(=O)NCCCNC(=O)Cc2ccccc2)cn1 | -1.1 | 4 | 11 | -11 | -7 | -2 | -2 | -4.5 | 5 | -2
O=C(Cc1csc(NC(=O)Nc2cccc(Cl)c2)n1)NCc1ccccn1 | -1.2 | nt | nt | 0.6 | -13 | -5 | 4 | i | -3 | 5
COCCNC(=S)N1CCN(C(=O)C(=O)Nc2ccc(C(=O)OC)cc2)CC1 | 2.3 | 7 | 32 | nt | -7 | -3 | -17 | i | 5 | 8
O=C(CCc1nc(-c2ccccc2F)no1)NCCN1CCN(Cc2ccccc2)CC1 | -0.7 | 5 | 21 | nt | 9 | -1 | -20 | i | -1 | 6
Cc1sc2nc[nH]c(=O)c2c1-c1ccc(Cl)cc1 | -1.6 | -3 | 16 | 1.0 | -3 | 2 | 0&0&-6 | -0.2 | 6 | 6
COc1ccc2cc(C(=O)C3CCCN(C(=O)c4cnccn4)C3)ccc2c1 (centres undefined) | -0.4 | 2 | 23 | 1.6 | 0 | -4 | 3 | -3.3 | -20 | 8
COC(=O)c1ccc(NC(=O)CC2C(=O)N(C)C(=S)N2Cc2ccc(S(N)(=O)=O)cc2)cc1 (centres undefined) | -0.1 | -4 | -3 | 2.6 | -1 | 1 | -17 | -0.8 | 4 | -12
CCC(C)(C)n1nnnc1C(C(C)C)N1CCC(C(N)=O)CC1 (centres undefined) | -0.6 | 0 | 22 | nt | -3 | 2 | -6 | i | 7 | 0
O=C(Cn1ncn2c(cc3ccccc32)c1=O)NCCc1cccs1 | -0.6 | 4 | 23 | nt | -2 | -2 | -5 | i | 6 | 5
COc1cc(C(F)(F)F)c(C(=O)NCc2cccc(Cl)c2)cn1 | -0.6 | 1 | 13 | 0.7 | 1 | 1 | -19 | i | 8 | 4
Cc1ccc(S(=O)(=O)N2CCC(C(=O)NCCN3CCOCC3)CC2)cc1 | nt | nt | nt | 1.3 | nt | -5 | nt | -0.3 | 0 | 1
O=c1c(Cc2ccccc2)c(O)nc2n1CCS2 | 0.6 | -4 | 15 | nt | -5 | 0 | -14 | 0.4 | 2 | 0
COc1ccc(-c2nc(N)n(C(=O)c3ccccc3Cl)n2)cc1 | -0.5 | -4 | 6 | nt | 2 | 0 | -9 | -0.2 | -14 | -1
O=C(NCCCn1ccnc1)C1CC(c2ccccc2Cl)=NO1 (centres undefined) | 1.2 | -2 | 11 | 0.1 | 9 | 0 | -1 | -0.5 | 3 | -2
CCSC(=O)NC12CC3CC(CC(C3)C1)C2 | -0.5 | 4 | 1 | 0.2 | -6 | 5 | -18 | i | -4 | -5
COc1ccc(C(=O)NNC(=O)COc2ccc(Cl)cc2)c(OC)c1 | -0.7 | -3 | 27 | -0.1 | -2 | 2 | -9 | -0.4 | 5 | -1

Looked up one by one from the list above, three records:
SMILES | PfHsp40 yeast | SARS 3CLpro inh | DUSP3 inh | TcdB GH inh | Rv3671c inh | Anthrax LF inh2 | PriA SSB inh | BH1578 lux ind | MazF activator | Yp Topo-I inh
O=c1c(Cc2ccccc2)c(O)nc2n1CCS2 | 0.6 | -4 | 15 | nt | -5 | 0 | -14 | 0.4 | 2 | 0
COc1cc(C(F)(F)F)c(C(=O)NCc2cccc(Cl)c2)cn1 | -0.6 | 1 | 13 | 0.7 | 1 | 1 | -19 | i | 8 | 4
CCSC(=O)NC12CC3CC(CC(C3)C1)C2 | -0.5 | 4 | 1 | 0.2 | -6 | 5 | -18 | i | -4 | -5

Later entries.
SMILES | PfHsp40 yeast | SARS 3CLpro inh | DUSP3 inh | TcdB GH inh | Rv3671c inh | Anthrax LF inh2 | PriA SSB inh | BH1578 lux ind | MazF activator | Yp Topo-I inh
CCC(C)C(NC(=O)c1ccccc1NC(=O)c1ccc(C)cc1)C(=O)O (centres undefined) | 1.5 | 1 | 20 | 4.4 | 0 | 1 | -6 | -0.2 | 2 | -2
O=C(NCC(c1ccco1)N1CCc2ccccc2C1)c1ccc(Cl)cc1 (centres undefined) | -1.3 | nt | nt | 0.0 | -7 | -2 | -3 | i | -4 | 11
CCc1nnc(NC(=O)CSc2nnc(Cc3cc(=O)[nH]c(=O)[nH]3)n2-c2ccc(OC)cc2)s1 | -0.5 | 0 | 8 | -0.2 | 6 | -6 | -9 | i | -5 | 4
Cc1ccc(-n2c(C(C)n3nc(C)c([N+](=O)[O-])c3C)n[nH]c2=S)cc1 (centres undefined) | 1.5 | -2 | 9 | nt | -3 | 2 | -2 | 12 | 3 | -5
CC(=O)c1c[nH]c2ccc(C)cc2c1=O | 0.0 | -5 | -10 | nt | -2 | -9 | 0 | i | 4 | 1
CCOc1ccc(NC(=O)c2ccccc2NC(=O)c2cccnc2)cc1 | -1.8 | -7 | 20 | -0.7 | -7 | 15 | -10 | -0.4 | 1 | -12
O=C(Cn1ccccc1=O)c1cccs1 | -1.5 | -1 | 32 | 1.0 | 6 | 3 | 2 | -3.7 | -6 | 11
COC(=O)c1ccc(Oc2nc3ccccc3n3c(C)nnc23)cc1 | -0.4 | nt | nt | -0.5 | -17 | 8 | -3 | -0.4 | -2 | -6
CC(C)[C@H](NC(=O)OC(C)(C)C)c1nnc(S(=O)(=O)Cc2c(F)cccc2Cl)o1 | -1.9 | nt | 13 | -0.4 | 10 | -3 | -5 | -0.2 | -12 | 20
CCOC(=O)CCc1c(C)c2ccc(O)cc2oc1=O | 0.0 | -8 | -9 | nt | -8 | 1 | -6 | 1.7 | 6 | 5
CCCCc1cc(=O)oc2c(CN3CCCC3)c(O)ccc12 | 1.2 | 0 | 32 | nt | -3 | 0 | 5 | i | 9 | 2
O=C1NCCOC(=O)[C@H](Cc2ccc(F)cc2)CC/C=C/C[C@H]1CC(=O)N(CCO)Cc1ccccc1 | -0.1 | nt | nt | -0.9 | 4 | -15 | -21 | -0.5 | 3 | 27
CSc1ccc(/C=C/C(=O)c2ccc(O)cc2)cc1 | 2.9 | -2 | 0 | nt | -9 | -2 | 9 | -0.2 | 10 | -3
COc1ccccc1C=NN=C(NN=Cc1ccccc1OC)NN=Cc1ccccc1OC | -0.5 | nt | nt | -0.5 | nt | -5 | 2 | i | -17 | -18
O=C(/C=C/c1ccc(F)cc1)N1CCN(c2ncccn2)CC1 | -0.3 | 3 | 22 | 0.9 | -3 | 4 | -13 | -0.2 | -13 | -9
COC(=O)C(NC(C)=O)(Nc1ccccn1)C(F)(F)F (centres undefined) | -1.7 | -1 | 18 | nt | -5 | 0 | -5 | -0.4 | 8 | 5
CC(/C=C/c1ccc(OCc2ccccc2)cc1)=N\O | 0.6 | 2 | -4 | nt | -6 | 2 | nt | -0.6 | -5 | 7
Cn1c(N)c(S(=O)(=O)NCc2ccc(Cl)cc2)c(=O)n(C)c1=O | -1.2 | 2 | -16 | -0.1 | -3 | 0 | -4 | -0.2 | -1 | -3
CCCCN(C(=O)CN1CCOCC1)c1c(N)n(CC(C)C)c(=O)[nH]c1=O | -0.9 | -4 | 26 | 0.8 | -7 | 1 | -15 | -0.2 | -3 | 0
COC(=O)c1sc(=S)n(-c2cccc(Cl)c2)c1N | -0.9 | 4 | 26 | 3.7 | -2 | -2 | -5 | -0.2 | -1 | -12
COc1ccc(C(=O)Nc2ccccc2C(=O)NC(Cc2c[nH]c3ccccc23)C(=O)O)cc1 (centres undefined) | -1.0 | 7 | 0 | -1.0 | -5 | -1 | -5 | -0.2&4.2 | 2 | -1
CCN(CC)c1ccc(C=NCCNS(=O)(=O)c2ccc(C)cc2)cc1 | 0.4 | -2 | 57* | 1.1 | -6 | -6 | -5 | i | -20 | 1
CC1CCCN(C(=O)COC(=O)/C=C/c2ccc(C(F)(F)F)cc2)C1 (centres undefined) | -0.2 | nt | nt | -0.3 | -3 | 2 | -7 | 0.0 | -3 | 22
COCCNC(=O)CSc1nc2cc3c(cc2c(=O)n1Cc1ccco1)OCO3 | 1.5 | 1 | 10 | nt | 3 | -13 | -15 | nt | 3 | 4
CC1=C(C(=O)OCCOC(C)C)C(c2cccnc2)C2=C(CCCC2=O)N1 (centres undefined) | -0.8 | -1 | 8 | nt | -2 | 0 | -10 | i | 6 | 2
O=C(COc1ccc(F)cc1)NN1C(=O)CSC1=S | 0.9 | -2 | 13 | -1.9 | -32 | 4 | -9 | 1.1 | -43 | -9
O=C(Nc1ccc(Cl)cc1)Nc1nc(-c2sccc2Br)cs1 | 0.2 | -1 | 6 | nt | -17 | 0 | 4 | 0.1 | -48 | 2
Cc1cc([N+](=O)[O-])cnc1Sc1nccn1C | -1.7 | 4 | -1 | 0.5 | 4 | 1 | -4 | i | -7 | -9
O=C(N/N=C/c1cccc2ccccc12)c1ccncc1 | -0.6 | 6 | 19 | 2.4 | -11 | 9 | nt | i | 5 | -6
CCc1nc(SCC(=O)N2CCCc3ccccc32)c2oc3ccccc3c2n1 | 7.1 | -3 | 28 | nt | -26 | ? | -15 | -0.7 | -2 | -1
CCn1nc(C)c(CN2CCc3c([nH]c4ccccc34)C2C(C)(C)C)c1C (centres undefined) | 3.3 | -6 | 4 | 1.6 | -2 | 0 | 6 | -0.6 | -5 | 19
O=C(Nc1ccc(Cl)cc1Cl)c1ccc(Br)o1 | -0.3 | -1 | 39 | 0.4 | -3 | 10 | -5 | -0.7 | 0 | 4
O=C(N/N=C/c1ccccc1F)c1ccc(COc2ccccc2Cl)o1 | -1.2 | 0 | -10 | nt | -8 | 2 | nt | -0.5 | 7 | 0

Compound activity from PubChem BioAssay.
